LmPK inhibitor = LmPK (Leishmania mexicana) enzyme inhibition; purified LmPK, Kinase-Glo ATP luminescence, 1 h; Potency, µM (series often up to 57.5 µM), for the others: at the top dose activity change, negative = inhibition, most hits filed as inhibitors; 290,000 compounds, 0.37% hits; also: potency is read from the fitted curve at half-maximal effect; % is scaled to controls: 0 for no effect and ±100 for the full control effect
Target sequence (Q27686 whole entry, looked up): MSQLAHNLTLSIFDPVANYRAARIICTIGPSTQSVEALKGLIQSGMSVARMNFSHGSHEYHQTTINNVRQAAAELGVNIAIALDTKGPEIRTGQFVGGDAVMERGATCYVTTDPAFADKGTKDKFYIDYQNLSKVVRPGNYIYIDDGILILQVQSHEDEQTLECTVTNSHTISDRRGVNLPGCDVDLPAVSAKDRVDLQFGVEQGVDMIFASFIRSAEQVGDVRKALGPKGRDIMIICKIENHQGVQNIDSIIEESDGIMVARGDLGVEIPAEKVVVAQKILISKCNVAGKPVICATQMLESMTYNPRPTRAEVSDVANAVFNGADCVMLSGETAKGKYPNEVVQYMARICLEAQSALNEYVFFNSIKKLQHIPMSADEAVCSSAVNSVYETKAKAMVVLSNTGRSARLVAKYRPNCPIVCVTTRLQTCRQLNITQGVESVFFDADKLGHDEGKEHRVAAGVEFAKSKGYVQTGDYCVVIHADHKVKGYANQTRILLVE
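Purified LmPK (0.1 nM) with 0.5 mM PEP and 0.1 mM ADP in imidazole buffer pH 7.2 with MgCl2/KCl, 1 h at room temperature. ATP formed was read by luciferase luminescence and normalized to no-enzyme and uninhibited controls.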
Shiga inhibitor = blocks Shiga toxin action in Vero cells; Vero cells, Shiga toxin protein synthesis inhibition reporter; inhibition, % at 38.7 µM; 290,000 compounds, 9.2% hits; AID 2315; in the data active = inhibition mostly above about 28%, no sharp cut-off; inactive = mostly below about 43%; also: 0% is about no effect
Pf growth 96h = P. falciparum growth inhibition at 96 hour, primary screen for plastid delayed-death inhibitors | P. falciparum luciferase reporter growth, 96 h | Potency, µM (top dose mostly 28.7 µM), for inactives: top-dose activity change, negative = inhibition, usual class: inhibitors | 320,000 compounds, 6.9% hits | AID 504834; also: potency is read from the fitted curve at half-maximal effect; % is scaled to controls: 0 for no effect and ±100 for the full control effect
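Infected RBCs, 2% Hct / 0.05% parasitemia final; luciferase-reporter P. falciparum; cpd 96 h, 37 C, 5% CO2; luciferase detection reagent; luminescence.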
TbPYK inhibitor = blocks Trypanosoma brucei pyruvate kinase | Potency, µM (titrated, usually from 76.8 µM), for the others: at the top dose activity, negative = inhibition, hits mostly inhibitors | TbPYK enzyme, Kinase-Glo Plus ATP luminescence, 45 min | AID 624173 | 410,000 compounds, 0.12% hits; also: potency is read from the fitted curve at half-maximal effect; % is scaled to controls: 0 for no effect and ±100 for the full control effect; nearly all actives have a fitted effect of over 50% in size
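TbPYK + substrate in 50 mM TEA pH 7.2, 100 mM KCl, 10 mM MgCl2, 0.05% BSA, 0.01% Tween-20; cpd pinned; ADP 130 uM final; 45 min RT; Kinase-Glo Plus 10 min; luminescence endpoint.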
AmpC inh no detg = blocks E. coli AmpC beta-lactamase in detergent-free assay; AmpC nitrocefin hydrolysis, absorbance 480 nm, 0.0001% Triton; Potency, µM (series often up to 57.1 µM), inactives show at the top dose activity change, negative = inhibition, hits mostly inhibitors; 330,000 compounds, 0.52% hits;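 also: potency is read from the fitted curve at half-maximal effect; plate controls were no compound for no effect and no enzyme for full effect; nearly all actives have a fitted effect of over 20% in size; some results filed as inactive show a strong effect at the top dose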
Target sequence (P00811 whole entry, looked up): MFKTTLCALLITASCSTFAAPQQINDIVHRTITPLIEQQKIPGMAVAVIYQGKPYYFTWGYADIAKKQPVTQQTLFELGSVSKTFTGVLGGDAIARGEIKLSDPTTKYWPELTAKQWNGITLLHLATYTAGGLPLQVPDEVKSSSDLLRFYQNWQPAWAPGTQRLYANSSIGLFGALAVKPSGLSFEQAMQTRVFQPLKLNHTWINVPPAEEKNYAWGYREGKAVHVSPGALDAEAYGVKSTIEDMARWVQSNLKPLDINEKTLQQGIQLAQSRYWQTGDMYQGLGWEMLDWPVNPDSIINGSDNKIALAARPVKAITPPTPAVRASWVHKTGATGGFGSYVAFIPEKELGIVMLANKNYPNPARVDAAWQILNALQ
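AmpC (5.3 nM in the dispensed reagent) in 20 mM phosphate pH 7.0 with 0.01% (detergent screen) or 0.0001% Triton X-100 was preincubated with compounds for 15 min at room temperature. Nitrocefin was then added from an 800 uM solution, and hydrolysis was followed at 480 nm.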
CHX counter = counter-screen for Shiga toxin inhibitors: cycloheximide protein synthesis inhibition | 300,000 compounds, 12% hits | cell reporter, cycloheximide protein synthesis inhibition counterscreen | max response, %; in the data active = max response mostly above about 13%, no sharp cut-off; inactive = mostly below about 14%; also: read at 38.3 µM for the half of the compounds with a filed dose; 0% is about no effect
Pf growth 48h = inhibits P. falciparum growth in the first generation, 48 h. P. falciparum luciferase growth in erythrocytes, 48 h. Potency, µM (highest dose often 28.7 µM), without a hit: at the highest dose activity change, negative = inhibition, hits mostly inhibitors. 310,000 compounds, 5.9% hits; also: potency is read from the fitted curve at half-maximal effect; % is scaled to controls: 0 for no effect and ±100 for the full control effect
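Parasite viability was followed by luminescence of a genomically integrated firefly luciferase. Cultures held 0.1% parasitemia at 2% hematocrit (final), incubated under 5% CO2 at 37 C.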
The depositor's hits bear a star; u = inconclusive; x = not tested or not shown; [ ] = another dose, or the depositor's remark. Unless noted, calls follow the shape of the dose curve; as a rule, active = well fitted curve in the direction sought with a large enough effect; inconclusive = small, poorly fitted or top-dose-only effect, or another doubt; inactive = no such curve, though single readings can be large; an effect the other way counts as inactive or inconclusive.

SMILES	LmPK inhibitor	Shiga inhibitor	Pf growth 96h	TbPYK inhibitor	AmpC inh no detg	CHX counter	Pf growth 48h
COc1ccc(S(=O)(=O)Nc2cccnc2)cc1	-3%	1	33%[activator]	-1%	-7%	6	u
CCOc1ccc(S(=O)(=O)NCc2cccnc2)c2ccccc12	-3%	-5	126%[activator]	-5%	-17%	1	-7%
COc1ccc(S(=O)(=O)N2CCN(C(=O)c3ccccn3)CC2)cc1	x	x	-1%	0%	-13%	x	0%
Fc1ccc(NC(=S)N2CCc3ccccc3C2)c(F)c1	2%	67*	u	-4%	3%[2.29 µM]	32*	34%[activator]
N#Cc1ccc(-c2ccc(OCC(=O)Nc3cccnc3)cc2)cc1	-7%	-8	-4%	7%	-44%	10	3%
O=C(O)CSc1ncccn1	7%	-6	10%	1%	-23%	-1	-14%
O=C(NCc1ccccc1)c1ccc(NC(=O)C2CCCO2)cc1 (stereo not drawn)	-7%	-10	u	-3%	-4%	2	13%
COC(=O)c1ccc(COC(=O)c2ccccn2)cc1	-19%	86*	x	-15%	-18%	38*	3%
O=C(CCSc1ccccc1Cl)Nc1cccc([N+](=O)[O-])c1	0%	73*	100%[activator]	-2%	-36%	45*	111%[activator]
O=C(O)/C(=C\c1cccc(OCc2ccccc2)c1)c1ccc(F)cc1	2%	-1	1%	-17%	-20%	-4	-3%
CCC(=O)N1CCc2cc(S(=O)(=O)CCC(=O)Nc3ccc(C(C)=O)cc3)ccc21	-9%	-1	4%	-2%	2%	-5	26%
CCOc1cc(/C=N\NC(=O)CC(=O)NCCc2ccccc2)ccc1O	-1%	24	u	7%	-26%	-1	18%
O=C(NNS(=O)(=O)c1ccccc1)c1ccc(O)cc1	3%	-6	u	4%	-13%	3	52%[activator]
COc1cccc(N2CCN(Cc3ccc(Cl)cc3)CC2)c1	0%	21	x	1%	1%	5	0%
C=CCNC(=O)c1ccc(C)cc1Cl	-1%	36	u	1%	-8%	12	55%[activator]
Cc1ccccc1NC(=S)NCc1ccc(Cl)cc1	-1%	-10	3%	-4%	-24%	-2	-18%
Cc1cccc(OCC(=O)N/N=C/c2cc([N+](=O)[O-])ccc2N2CCOCC2)c1	-5%	5	40%[activator]	3%	-16%	-2	1%
COc1ccc(CN(Cc2cc3ccc(C)cc3[nH]c2=O)Cc2nnnn2C2CCCC2)cc1	3%	3	u	6%	58%	-1	u
O=C(Nc1ccccc1-c1nnn(CC(=O)N2CCCc3ccccc32)n1)c1ccc(Cl)cc1	1%	9	12µM*	-2%	-20%	-2	u
Cc1c(Cl)cccc1NS(=O)(=O)c1c(C(=O)N2CCOCC2)c(C)n(C)c1C	2%	10	-13%	0%	45%	-1	-19%
CC(C(=O)NC1C=CS(=O)(=O)C1)N1C(=O)/C(=C\c2ccccc2)SC1=S (stereo not drawn)	-2%	24*	u	-18%	50%	23*	-12%
CCOC(=O)CCNC(=O)N1CCCC(CNS(=O)(=O)c2cccs2)C1 (stereo not drawn)	5%	-8	-12%	-2%	6%	7	18%
COc1cc(/C=C(\NC(=O)c2ccccc2)C(=O)Nc2nccs2)ccc1OC(C)=O	-3%	4	3%	3%	-16%	7	0%[0.00184 µM]
CCOC(=O)c1cc(CC)sc1NC(=O)Cc1ccsc1	-3%	-3	3.3µM*	9%	-15%	-1	22%
CCOc1ccc(OCCCCNCCN)cc1	0%	7	u	x	-4%	-4	x
CC(C)(C)OC(=O)C(Cc1ccc(OC(C)(C)C)cc1)NC(=O)CNC(=O)OCc1ccccc1 (stereo not drawn)	-3%	-8	-1%	-31%	106%[activator]	-3	u
CC(C)[C@H](NC(=O)N1CC(=O)Nc2ccccc21)C(=O)N1CCC[C@@H]1C(=O)O	-12%	9	-2%	-8%	-18%	12	-4%
COC(=O)C1CCN(C(=O)COC(=O)CCc2nc3ccccc3c(=O)[nH]2)CC1	2%	-31	28%	-9%	-14%	-3	7%
CC(C)CCNC(=O)c1onc(CSc2ccc(Cl)cc2)c1C(=O)NCCC(C)C	0%	10	u	1%	-27%	1	u
O=C(COC(=O)CNC(=O)c1ccco1)NCc1ccc(F)cc1	-2%	20	40%[activator]	-6%	-22%	-3	36%[activator]
O=c1[nH][nH]c2nc(C(F)(F)F)cc(C(F)(F)F)c12	-5%	-10	u	-2%	-16%	1	37%[activator]
COc1cc(C)ccc1OCCOCCOc1ccccc1[N+](=O)[O-]	1%	11	29%	6%	13%	22*	-1%
CSc1ccc(CNC(=O)Cn2nc(C)c3c(C)n(-c4ccc(C)cc4)nc3c2=O)cc1	2%	8	2.6µM*	6%	-16%	1	32%[activator]
COc1ccc(N2C(=O)C(CC(=O)O)S/C2=C\C(C)=O)cc1 (stereo not drawn)	2%	9	3%	33%	-16%	17	-14%
COc1cccc(N(CC(=O)N2CCOCC2)S(C)(=O)=O)c1	-5%	x	u	3%	-1%	2	-15%
COc1ccc(Cc2nnc(SCC(=O)Nc3nc(C)cs3)o2)cc1	6%	-3	x	-9%	-9%	2	9%
COc1ccc(C(=O)NCc2csc(C(C)C)n2)cc1OC1CCN(C(C)=O)CC1	-2%	-6	u	-11%	39%	-1	-11%
COc1ccc(CCNC(=O)CSc2nnc(-c3cccc(C)c3)o2)cc1OC	6%	-7	x	x	7%	1	u
CCOC(=O)c1c(C)[nH]c(C)c1C(=O)CSc1nc2ccccc2c(=O)n1-c1ccc(F)cc1	1%	18	u	2%	-9%[2.29 µM]	-3	u
CCC(C)(C)NC(=O)C(c1ccc(C)cc1)N(CC1CCCO1)C(=O)CNC(=O)c1cccs1 (stereo not drawn)	-2%	-5	u	-9%	u	-2	u
NNC(=O)c1cc2cc3ccccc3nc2s1	-13%	67	13µM*	2%	-25%	45*	u
COc1ccccc1NC(=O)c1ccc2c(c1)OCO2	-10%	82*	u	-13%	-18%	50*	98%[activator]
CC(C)[C@@H](C(=O)NC1CCCC1)N1C(=O)N2CCc3c([nH]c4ccccc34)[C@@]2(C)C1=O	-5%	-6	u	-7%	107%[activator]	-2	-46%
Cc1noc(C)c1C(=O)N1CCc2ccccc2C1	-1%	-12	7%	-1%	-26%	5	10%
O=C(CCS(=O)(=O)Cc1ccccc1F)N1CCc2ccccc2C1	4%	16	-4%	-2%	-12%	1	3%
Nc1ccc2oc(-c3ccccn3)nc2c1	u	71*	10%	-11%	-15%	34*	237%[activator]
Cc1cc(-n2c(C)cc(C(=O)CSc3nnnn3-c3ccccc3)c2C)no1	1%	8	4%[5.75 µM]	0%	-1%	5	u
CCCCn1nc(C(=O)OCC(=O)Nc2sccc2C(N)=O)c2ccccc2c1=O	-1%	-4	42%[activator]	2%	0%	11	u
Cc1ccc(C)c(N2CCN(CC(=O)Nc3ccc([N+](=O)[O-])cc3C(=O)Nc3ccccc3F)CC2)c1	4%	-14	2.3µM*	4%	-29%	-6	u
O=C(NCCN1CCN(C(=O)c2cccc([N+](=O)[O-])c2)CC1)C(=O)NCc1ccc(Cl)cc1	2%	-6	-1%	3%	14%	1	3%
NS(=O)(=O)c1ccc(CCNC(=O)COC(=O)CCSc2ccc(Cl)cc2)cc1	3%	-2	-20%	1%	-6%	3	42%[activator]
Fc1ccccc1OCC1CCCN(Cc2nc(CC3CC3)no2)C1 (stereo not drawn)	0%	-1	u	-19%	83%[activator]	2	-15%
COC(=O)c1ccc(NC(=O)CCS(=O)(=O)c2ccc(C)cc2)cc1	2%	-4	10%	-2%	-16%	-3	3%
O=C(CSc1nnc(-c2ccc(O)cc2)o1)NNC(=O)c1ccncc1	-2%	2	51%[activator]	0%	2%	-3	18%
CCOC(=O)C1CCCN(C(=O)C(C)Oc2ccc(Cl)cc2Cl)C1 (stereo not drawn)	5%	-11	u	-4%	72%[activator]	-3	u
Cc1c(C(=O)NC(=S)Nc2ccc(N3CCOCC3)cc2)cccc1[N+](=O)[O-]	2%	43*	u	-11%	-22%	9.8*	5%
CCOC(=O)c1c(CN2CCCCC2)n(C)c2cc(Br)c(O)cc12	3%	-6	x	0%	-15%	-4	x
COc1ccc(CC(=O)OCC(=O)NCc2ccc(Cl)cc2)cc1	-8%	-13	u	-5%	-8%	-5	u
O=C(c1cc2cc([N+](=O)[O-])ccc2oc1=O)N1CCN(C2CCCCC2)CC1	-3%	-6	0%	4%	-14%	-2	15%
COc1ccc(C(CNC(=O)c2cccc(NC(=O)c3cccs3)c2)N2CCCC2)cc1 (stereo not drawn)	x	x	5.9µM*	-10%	-23%	x	12µM*
N#C/C(=C\c1cccnc1)c1ccc(Br)cc1	3%	44	u	6%	2%	47*	u

Gathered by group, those above with four or more nitrogen atoms.
SMILES	LmPK inhibitor	Shiga inhibitor	Pf growth 96h	TbPYK inhibitor	AmpC inh no detg	CHX counter	Pf growth 48h
Cc1cccc(OCC(=O)N/N=C/c2cc([N+](=O)[O-])ccc2N2CCOCC2)c1	-5%	5	40%[activator]	3%	-16%	-2	1%
COc1ccc(CN(Cc2cc3ccc(C)cc3[nH]c2=O)Cc2nnnn2C2CCCC2)cc1	3%	3	u	6%	58%	-1	u
O=C(Nc1ccccc1-c1nnn(CC(=O)N2CCCc3ccccc32)n1)c1ccc(Cl)cc1	1%	9	12µM*	-2%	-20%	-2	u
CC(C)[C@H](NC(=O)N1CC(=O)Nc2ccccc21)C(=O)N1CCC[C@@H]1C(=O)O	-12%	9	-2%	-8%	-18%	12	-4%
CSc1ccc(CNC(=O)Cn2nc(C)c3c(C)n(-c4ccc(C)cc4)nc3c2=O)cc1	2%	8	2.6µM*	6%	-16%	1	32%[activator]
COc1ccc(Cc2nnc(SCC(=O)Nc3nc(C)cs3)o2)cc1	6%	-3	x	-9%	-9%	2	9%
CC(C)[C@@H](C(=O)NC1CCCC1)N1C(=O)N2CCc3c([nH]c4ccccc34)[C@@]2(C)C1=O	-5%	-6	u	-7%	107%[activator]	-2	-46%
Cc1cc(-n2c(C)cc(C(=O)CSc3nnnn3-c3ccccc3)c2C)no1	1%	8	4%[5.75 µM]	0%	-1%	5	u
CCCCn1nc(C(=O)OCC(=O)Nc2sccc2C(N)=O)c2ccccc2c1=O	-1%	-4	42%[activator]	2%	0%	11	u
Cc1ccc(C)c(N2CCN(CC(=O)Nc3ccc([N+](=O)[O-])cc3C(=O)Nc3ccccc3F)CC2)c1	4%	-14	2.3µM*	4%	-29%	-6	u
O=C(NCCN1CCN(C(=O)c2cccc([N+](=O)[O-])c2)CC1)C(=O)NCc1ccc(Cl)cc1	2%	-6	-1%	3%	14%	1	3%
O=C(CSc1nnc(-c2ccc(O)cc2)o1)NNC(=O)c1ccncc1	-2%	2	51%[activator]	0%	2%	-3	18%
Cc1c(C(=O)NC(=S)Nc2ccc(N3CCOCC3)cc2)cccc1[N+](=O)[O-]	2%	43*	u	-11%	-22%	9.8*	5%

High-throughput results deposited in PubChem BioAssay by National Center for Advancing Translational Sciences (NCATS).
